PLCb3 inh: blocks human PLC-beta3 enzyme activity; Q01970; Purified PLC-beta3, fluorogenic substrate, fluorescence; inhibition, % at 12.2 µM; 0.18% of 370,000 active; AID 720704; in the data active = inhibition above about 11%;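 also: 0% = median of compound wells on plate and 100% = full blocker control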
ADAM10 inh: inhibits human ADAM10 | 0.62% of 370,000 active | recombinant ADAM10, EDANS/DABCYL FRET peptide cleavage, 3 h | O14672 | AID 720582 | inhibition, % at 7 µM;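 active = inhibition above a per-campaign cutoff equal to the mean of compounds falling between control-based bounds plus 3 SD, cut at about 20% in these data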;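 also: 0% = DMSO wells while the 100% control is not disclosed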
FXN GAA850 act: activators of GAA850 frataxin (FXN) promoter; 0.56% of 360,000 active; HEK293 lucGAA850 FXN promoter luciferase reporter, 24 h; percent of 10 µM SAHA response; activation, % at 6 µM; AID 540364;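 active = activation above the average of all compounds screened plus 3 SD, cutoff fixed separately per campaign, cut at about 7.5% in these data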;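 also: 0% = DMSO wells and 100% = 10 µM SAHA wells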
hgDAF12 agonist: hgDAF-12 agonism, primary luciferase screen | activation, % at 6.8 µM | 1.8% of 370,000 active | HEK293 GAL4-hgDAF12 UAS-luciferase reporter, agonist luminescence; normalized to butyrate control;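 active = activation above a cutoff set at the mean of all screened compounds plus 3 SD, cut at about 10% in these data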;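 also: 0% = DMSO wells and 100% = sodium butyrate wells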
ADAM17 inh: ADAM17 inhibition, QFRET primary screen. P78536. recombinant ADAM17, EDANS/DABCYL FRET peptide cleavage. inhibition, % at 6.95 µM. 0.83% of 370,000 active;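 active = inhibition above the mean of compounds lying between control limits plus 3 SD, set per campaign, cut at about 8.5% in these data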;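 also: 0% = DMSO-only wells as the low control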
ssDAF-12 act: activates DAF-12 receptor from parasite S. stercoralis; HEK293 ssDAF-12/GRIP1 lit1-tk-luc reporter, luminescence; % of 3 µM dafachronic acid response; activation, % at 6.8 µM; 1% of 370,000 active; AID 652126;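 active = activation above the mean over all tested compounds plus 3 SD, cut at about 0.9% in these data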;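 also: 0% = DMSO-only wells and 100% = 3 µM delta7-dafachronic acid wells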
PLCg1 inh: blocks human PLC-gamma1 enzyme activity; AID 720700; 0.84% of 370,000 active; inhibition, % at 12.2 µM; purified PLC-gamma1, fluorogenic substrate, fluorescence; P19174; in the data active = inhibition above about 9.5%
Target sequence (P19174 whole entry, looked up): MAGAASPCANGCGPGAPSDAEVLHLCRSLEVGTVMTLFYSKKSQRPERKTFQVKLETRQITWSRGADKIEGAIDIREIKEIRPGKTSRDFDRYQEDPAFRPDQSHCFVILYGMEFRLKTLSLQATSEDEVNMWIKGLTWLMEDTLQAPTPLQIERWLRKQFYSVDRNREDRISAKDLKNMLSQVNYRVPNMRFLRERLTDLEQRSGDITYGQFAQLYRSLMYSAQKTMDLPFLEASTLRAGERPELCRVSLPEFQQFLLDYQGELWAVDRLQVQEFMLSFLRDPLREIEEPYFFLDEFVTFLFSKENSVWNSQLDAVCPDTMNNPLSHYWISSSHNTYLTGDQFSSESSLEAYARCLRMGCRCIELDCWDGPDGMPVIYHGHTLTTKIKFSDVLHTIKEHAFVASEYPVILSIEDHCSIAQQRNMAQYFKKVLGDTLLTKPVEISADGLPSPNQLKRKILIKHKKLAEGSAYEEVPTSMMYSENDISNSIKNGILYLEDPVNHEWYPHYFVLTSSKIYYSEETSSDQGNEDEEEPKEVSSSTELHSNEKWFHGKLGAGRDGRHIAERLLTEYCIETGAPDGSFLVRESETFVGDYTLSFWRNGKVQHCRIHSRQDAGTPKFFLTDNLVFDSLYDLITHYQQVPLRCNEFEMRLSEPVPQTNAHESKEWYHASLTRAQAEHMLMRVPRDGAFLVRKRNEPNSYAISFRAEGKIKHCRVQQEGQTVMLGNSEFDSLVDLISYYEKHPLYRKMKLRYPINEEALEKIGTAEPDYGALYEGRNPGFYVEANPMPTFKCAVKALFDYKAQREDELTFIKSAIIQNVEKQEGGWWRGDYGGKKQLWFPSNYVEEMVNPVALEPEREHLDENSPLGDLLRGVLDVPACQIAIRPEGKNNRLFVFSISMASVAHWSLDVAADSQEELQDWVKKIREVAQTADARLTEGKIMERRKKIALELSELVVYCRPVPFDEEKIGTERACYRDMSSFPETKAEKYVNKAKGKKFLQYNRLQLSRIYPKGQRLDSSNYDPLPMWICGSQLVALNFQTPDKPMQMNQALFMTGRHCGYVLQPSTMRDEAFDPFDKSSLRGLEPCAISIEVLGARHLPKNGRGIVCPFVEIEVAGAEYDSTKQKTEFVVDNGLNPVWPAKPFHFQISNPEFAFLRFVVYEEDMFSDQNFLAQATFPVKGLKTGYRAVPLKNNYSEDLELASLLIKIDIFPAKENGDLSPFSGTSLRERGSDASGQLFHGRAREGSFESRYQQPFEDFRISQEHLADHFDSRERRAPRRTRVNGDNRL
DAX1 inh-1: inhibits human nuclear receptor DAX1; HEK293 Gal4-DAX1 luciferase reporter, luminescence; AID 504766; P51843; inhibition, % at 6.75 µM; 0.99% of 340,000 active;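 active = inhibition above the mean over all tested compounds plus 3 SD, cut at about 4.2% in these data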;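 also: 0% = DAX1-transfected cells with DMSO and 100% = empty-vector control cells with DMSO; inhibition shows as a rise in luminescence from relieved DAX1 repression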
HGIII-sPLA2 inh: Blocks human group III sPLA2 activity. AID 743126. QFRET BODIPY PC-A2 liposome hydrolysis, fluorescence. 0.56% of 370,000 active. inhibition, % at 12.2 µM. Q9NZ20;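 active = inhibition above mean plus 3 SD of compounds lying within the high and low control bounds, cut at about 19% in these data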;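 also: 0% = median of test compound wells and 100% = no enzyme DMSO wells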
DAX1 inh-2: inhibitors of DAX1 repression of SF-1 activated StAR promoter. AID 652010. 1.1% of 370,000 active. inhibition, % at 6.8 µM. HEK293T StAR-luciferase reporter, SF-1/DAX-1 repression relief;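 active = inhibition above the mean over all tested compounds plus 3 SD, cut at about 3.6% in these data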;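 also: 0% = DAX-1 cells with DMSO and 100% = cells lacking DAX-1 with DMSO; higher inhibition means more luminescence from relief of DAX-1 repression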
hcDAF12 agonist: activates DAF-12 receptor from parasite H. contortus | AID 652067 | HEK293 hcDAF-12 lit1-tk-luc reporter, luminescence; 0% DMSO, 100% Δ7-dafachronic acid | activation, % at 6.8 µM | 1.4% of 370,000 active;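 active = activation above the mean of all tested compounds plus 3 SD, cut at about 5.5% in these data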;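 also: 100% = response to 3 µM Δ7-dafachronic acid high control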
* = called active by the depositor; · = no result given.

SMILES	PLCb3 inh	ADAM10 inh	FXN GAA850 act	hgDAF12 agonist	ADAM17 inh	ssDAF-12 act	PLCg1 inh	DAX1 inh-1	HGIII-sPLA2 inh	DAX1 inh-2	hcDAF12 agonist
Cc1cc(OCC(=O)N2CCOCC2)ccc1[N+](=O)[O-]	-5.1	-3.5	3.5	15.1*	-2.7	0.0	-0.7	5.2*	9.5	1.9	3.8
COc1ccc(CCCC(=O)NCC(=O)N/N=C/c2cc(Cl)ccc2OC)cc1	-12.5	-17.5	0.5	0.3	-1.5	-0.4	-2.5	0.7	-3.9	-1.5	-2.2
CC(C)[C@H](NC(=O)C1CCCC1)C(=O)N1CCC[C@H]1C(=O)NCc1ccccc1	3.8	-3.1	·	-1.0	-0.7	-0.8	0.0	·	-1.3	-0.6	0.4
O=C(NC(=S)Nc1ccc(N2CCCC2)cc1)c1ccc(F)cc1	-10.3	-13.3	2.1	-0.4	-7.4	-1.1	0.8	-0.5	14.5	-0.9	1.5
C[C@]12CC[C@H](O)CC1=CCC1C2CC[C@@]2(C)C1CC[C@@H]2NC(=O)CCC(=O)O (some centres undefined)	4.2	-4.2	0.0	-3.8	-1.0	-0.2	-0.3	1.2	6.7	-0.2	0.7
COC(=O)[C@@]12CCCCC=C1N(CCc1ccc(Cl)cc1)C(=O)[C@H]2CC(=O)NCc1ccc(OC)c(OC)c1	0.7	5.2	·	-3.3	-0.2	-1.9	2.1	·	-15.0	-1.8	-2.2
CCN(c1ccccc1)P(=O)(Nc1ccccc1)Nc1ccccc1	-4.3	-10.6	-1.3	-1.7	-5.4	-1.8	-0.5	-1.0	-5.5	0.4	0.0
Cc1cc([N+](=O)[O-])nn1CC(=O)Nc1ccc(Cl)cn1	-9.0	-7.5	-0.8	-0.1	-6.0	-1.6	-1.9	-1.4	4.2	0.7	-0.9
Cc1ccc(S(=O)(=O)NCCNS(=O)(=O)c2ccccc2Br)cc1	3.2	-8.3	0.3	2.7	-3.5	-1.0	-0.2	-1.8	-17.1	-0.1	-0.3
O=C(COc1ccc([N+](=O)[O-])cc1Cl)Nn1cnnc1	-10.0	-0.2	1.7	0.8	-4.5	-1.1	2.5	2.5	13.2	-0.4	-0.6
Cc1ccc2c(c1)C1CS(=O)(=O)N(CC(C)C)C(=O)N1C2 (centres undefined)	3.0	3.7	·	8.7	-1.3	-1.0	0.2	·	9.0	2.6	3.5
CCc1nc2c(OCc3ccc(C#N)cc3)cccn2c1N(C)C(=O)c1cccs1	7.3	-1.8	-1.0	-6.8	4.0	-1.0	0.3	·	8.7	0.8	-1.1
O=C(CCCc1ccccc1)Nc1ccccn1	2.8	-4.5	5.3	4.6	-2.2	-0.8	0.5	-0.3	-0.5	0.9	-0.1
COC(=O)[C@]1(Cc2ccccc2)N[C@H](c2ccc(-c3cccc(Cl)c3)cc2)[C@@H]2C(=O)N(C)C(=O)[C@@H]21	2.6	19.7	-3.4	-0.3	5.7	-1.6	0.7	-0.9	-14.6	-0.8	-0.6
CCCCCCN1C[C@@H](n2cc(-c3ccc(F)cc3)nn2)[C@H](O)C[C@@H]1c1ccc(Cl)cc1	1.3	-1.6	2.0	0.5	3.7	-0.8	-2.7	0.1	-1.2	-0.1	0.8
Cc1cc(-c2ccc(C)c(S(=O)(=O)NCc3ccc(OC(C)C)cc3)c2)on1	-5.3	7.1	2.7	0.6	2.0	-0.9	0.7	-0.2	-13.7	-0.2	-0.2
COC(=O)c1sccc1NC(=O)C1C2C=CC(C2)C1C(=O)O (centres undefined)	-0.2	-3.9	-0.6	-0.9	-4.6	-1.1	-2.2	1.5	2.8	-0.6	1.0
COc1ccc(NC(=O)c2cc(Cl)ccc2NC(=O)c2ccco2)c(OC)c1	-1.5	-5.5	-0.6	-0.7	-5.6	-0.8	0.7	0.1	0.6	0.1	0.4
CC1CCCCC1NC(=O)C(Cc1ccccc1)NS(=O)(=O)c1cccs1 (centres undefined)	0.7	-1.2	5.3	0.1	-1.6	-1.2	4.2	-0.4	-3.6	-0.1	-1.9
CC(C)C[C@H](NC(=O)N1CC(=O)Nc2ccccc21)C(=O)N[C@H](C(=O)O)c1ccccc1	2.9	-19.8	0.9	1.1	-4.6	-1.1	-0.5	-2.3	-2.3	-0.8	0.1
CCS(=O)(=O)n1nc(-c2ccccc2)nc1N	-2.9	-11.5	2.1	-2.3	-4.1	-1.4	0.1	-0.6	-0.6	0.3	-1.0
COc1cc2cc(/C=C/C(=O)c3ccco3)c(Cl)nc2cc1OC	-64.0	-11.3	5.4	2.4	-4.8	-1.6	-52.7	-2.1	-5.6	-1.1	-1.9
c1ccc2c(C[C@@H]3CNCCN3CCCCC3CCCCC3)cccc2c1	-2.8	2.0	1.2	-0.1	0.5	-1.1	5.2	0.3	5.5	-0.4	1.0
Cc1ccc(CCNC(=O)CCS(=O)(=O)c2ccc(Br)cc2)cc1	-0.9	-5.0	2.7	-0.8	-2.0	-2.1	0.3	-2.7	-5.8	0.1	-1.4
Cc1ccc(NC(=O)CSc2nnc(CSc3nc(C)cc(C)n3)n2Cc2ccco2)c(C)c1	-2.7	1.8	-2.3	-1.8	1.9	-1.3	-0.3	0.6	-6.8	-0.4	-2.1
Cc1ccc(/C=C2/NC(=O)N(Cc3ccccc3)C2=O)s1	-90.2	1.1	1.8	3.1	-3.4	-1.9	-62.2	-0.4	-10.4	-0.6	-0.7
C[C@@H]1CN([C@H](C)CO)S(=O)(=O)c2ccc(Br)cc2O[C@H]1CN(C)CC1CCOCC1	3.4	4.2	·	-0.7	-2.1	-0.5	-0.2	·	-10.1	-0.8	-1.2
COc1ccccc1OCC(=O)/C=C1/N(C)c2ccccc2C1(C)C	-115.3	-111.1	-4.4	-2.8	-37.9	-2.3	-71.5	0.2	0.6	-1.1	-2.6
Oc1ccc(/C=N/Nc2ccc(Cl)nn2)c(O)c1O	-6.5	7.4	-0.2	3.0	-0.1	-1.3	4.0	-0.7	-3.2	-0.4	-2.0
COC(=O)c1ccc(CNC(=O)COC(=O)CCC(=O)c2ccc(F)cc2)cc1	2.3	-1.9	1.5	0.5	3.5	-0.8	2.8	1.6	2.4	2.3	-0.9

A second format for 2 compounds above:
| Compound | PLCb3 inh | ADAM10 inh | FXN GAA850 act | hgDAF12 agonist | ADAM17 inh | ssDAF-12 act | PLCg1 inh | DAX1 inh-1 | HGIII-sPLA2 inh | DAX1 inh-2 | hcDAF12 agonist |
| --- | --- | --- | --- | --- | --- | --- | --- | --- | --- | --- | --- |
| Cc1ccc(CCNC(=O)CCS(=O)(=O)c2ccc(Br)cc2)cc1 | -0.9 | -5.0 | 2.7 | -0.8 | -2.0 | -2.1 | 0.3 | -2.7 | -5.8 | 0.1 | -1.4 |
| Cc1ccc(NC(=O)CSc2nnc(CSc3nc(C)cc(C)n3)n2Cc2ccco2)c(C)c1 | -2.7 | 1.8 | -2.3 | -1.8 | 1.9 | -1.3 | -0.3 | 0.6 | -6.8 | -0.4 | -2.1 |

Carrying on:
SMILES	PLCb3 inh	ADAM10 inh	FXN GAA850 act	hgDAF12 agonist	ADAM17 inh	ssDAF-12 act	PLCg1 inh	DAX1 inh-1	HGIII-sPLA2 inh	DAX1 inh-2	hcDAF12 agonist
CC(=O)OCc1c(C(F)(F)F)nn(C)c1SCc1ccc(Cl)cc1	1.9	9.6	1.0	-0.6	2.7	-1.6	1.7	-0.4	4.0	-0.1	-2.4
Cc1nn(-c2ccccc2)c2sc(C(=O)NC3CCCc4ccccc43)cc12 (centres undefined)	-2.7	-15.9	·	-2.0	-4.5	-0.9	-2.9	·	5.3	1.1	-0.3
O=C(COC(=O)c1ccccc1NC(=O)c1ccco1)NCCC1=CCCCC1	-13.9	-31.5	1.8	4.8	-9.2	-0.9	-11.1	0.9	-1.3	0.9	2.2
CC(Cc1ccccc1)=NNS(=O)(=O)c1ccc([N+](=O)[O-])cc1	3.1	-7.2	1.2	-0.1	-5.7	-0.4	0.8	-0.6	2.4	1.7	0.3
N=c1n(N)c2ccccc2n1CC(=O)c1ccc(Br)cc1	-8.2	2.4	3.2	15.1*	-1.9	0.6	-3.3	3.5	-3.7	2.5	8.1*
CSc1ccccc1NC(=O)c1cc(-c2cccnc2)nc2ccc(Br)cc12	-6.4	8.7	0.9	2.8	-1.0	0.5	-1.1	-1.0	-3.6	-0.7	1.2
CC1CCN(C(=O)CCc2nnc3ccc(NCc4ccco4)nn23)CC1	-13.9	1.6	2.3	-2.0	-4.1	-1.2	-2.3	-0.3	8.2	0.7	-0.2
Cc1ccc(/C=N/NC(=O)CSc2nc3ccccc3n2Cc2ccc(Cl)cc2)o1	3.3	16.7	0.5	1.0	8.3	-0.7	3.1	1.9	-5.1	-0.3	-3.2
Cc1cc(C(=O)NCC(=O)OCC(=O)NCC2CCCO2)ccc1[N+](=O)[O-] (centres undefined)	0.1	-4.4	1.1	-0.4	1.3	-0.4	1.3	-0.4	5.8	-0.7	-0.4
O=C(COc1cc(F)ccc1[N+](=O)[O-])Nc1cc(S(=O)(=O)N2CCCC2)ccc1Cl	-3.2	11.2	1.7	-0.8	4.8	-0.6	7.7	-1.2	5.9	1.1	-0.3
Cc1ccc(C)c(OCC(=O)N(Cc2nnc(-c3ccccc3Cl)o2)C2CC2)c1	-4.8	4.0	0.2	-2.7	-1.2	-1.3	8.6	-2.0	-12.1	1.1	-3.7
Cc1c(C(C)(C)O)[nH]c2ccc(C#N)cc12	0.9	-0.7	2.0	0.5	-3.1	-1.2	0.0	1.2	-12.0	-0.3	-2.7
Cc1cc2cc(CNC(=O)Nc3ccccc3)ccc2[nH]1	-6.4	-0.3	-0.3	8.5	-0.1	-0.5	-0.8	-0.3	-0.8	1.3	-0.2
CC(=O)Nc1ccc(N2C(=O)CCC2=O)cc1C	4.0	-3.6	-0.2	-0.9	-4.3	-1.1	-1.1	-0.8	8.7	0.1	-0.6
CS(=O)(=O)Nc1ccccc1C(=O)OCC(=O)NC1CC1	-5.9	-13.2	-0.4	-3.0	-7.7	-1.3	-3.6	-0.5	0.6	0.7	0.8
CC1CCCN(CC(O)COc2ccc(S(=O)(=O)N3CCCC3)cc2[N+](=O)[O-])C1 (centres undefined)	2.4	-11.6	4.0	0.5	-2.0	-0.5	4.4	0.1	6.1	-0.7	-0.4
COc1cc(OC)c(CN2CCN(c3ccc(F)cc3)CC2)cc1Br	4.1	5.3	-0.9	-1.0	-2.1	-0.8	3.2	-1.1	3.0	-1.0	-0.6
CCN1/C(=C\c2ccc3cc(C)ccc3[n+]2CC)Sc2cc(C)c(C)cc21	-24.1	-11.6	-6.2	-9.1	-0.4	-2.4	-22.0	-6.7	6.0	-3.4	-4.2
NC(=O)CSc1nc2ccccc2n1Cc1ccccc1F	-2.1	3.4	-1.5	-1.5	2.7	-1.7	0.5	-0.8	5.5	-0.7	-1.2
CSc1cccc(NC(=O)CNS(=O)(=O)c2ccccc2)c1	-7.7	-24.2	1.8	2.2	-3.6	-1.2	-1.6	-0.7	-10.7	-0.7	-1.1
COc1ccc(CNC(=O)COc2ccc(C(=O)c3ccc(F)cc3)cc2)cc1	-7.3	-2.5	0.9	-0.8	1.2	-1.0	-3.2	1.9	-3.4	-0.7	-0.5
CC(=O)c1cccc(-c2cnc3c(NC=O)cc(-c4ccccc4F)cn23)c1	-6.8	-4.3	3.8	-0.1	-4.5	-0.8	-3.9	·	-2.2	0.7	-1.7

Compound activity: PubChem BioAssay, The Scripps Research Institute Molecular Screening Center
